Abeta rescue: compounds reversing amyloid beta toxicity in yeast; yeast expressing A-beta42, growth rescue, OD600, 48 h; response scale: 0% DMSO, 100% iron-clioquinol control; Potency, µM (titrated, usually from 46.1 µM), without a hit: at the highest dose growth rescue, hits mostly activators; hit rate 0.063% among 410,000; note: potency is the fitted concentration of half-maximal effect; nearly all actives have a fitted effect of over 55% in size
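Growth rescue measured by 600 nm absorbance after 48 h yeast culture at 30 C with compound. Values normalized between DMSO and an equimolar ferric chloride plus clioquinol control.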
Nrf2 activator: activates Nrf2 signaling; AREc32 ARE-luciferase reporter (MCF7-derived line), luminescence, 24 h; Potency, µM (top dose mostly 46.1 µM), for inactives: at the top dose activation, usual class: activators; hit rate 0.31% among 410,000; AID 624171; note: potency is the fitted concentration of half-maximal effect; % of control where 0% means no effect; nearly all actives have a fitted effect of over 65% in size
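Luciferase luminescence (Steady-Glo, 30 min at room temperature) served as the read-out of ARE activation in AREc32 cells treated with compounds for 24 hr at 37 deg C.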
CCT chaperon mod: modulators of cytosolic chaperonin (CCT/TRiC) activity; activity change, % (concentration not given with the values), hits read low; purified chaperonin ATPase assay, HTRF ADP detection, 30 min; hit rate 0.3% among 360,000; in the data active = activity change below about -30%; note: % is set by controls: 0 for no effect and ±100 for the full control effect
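TRiC (40 or 20 nM final, by batch activity) in 30 mM Tris pH 7.4, 100 mM KCl, 5 mM MgCl2, 1 mM DTT was treated with compound at 76 uM single dose, then 10 uM ATP, 30 min at 37 °C. ADP was read by HTRF Transcreener.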
Nrf2 block: Nrf2 pathway inhibition; A549 ARE-Fluc reporter, luciferase luminescence, 18-24 h; Potency, µM (series often up to 46 µM), for inactives: at the top dose activity change, negative = inhibition, actives largely listed as inhibitors; hit rate 2.1% among 360,000; AID 504444; note: potency is the fitted concentration of half-maximal effect; % is set by controls: 0 for no effect and ±100 for the full control effect; nearly all actives have a fitted effect of over 60% in size
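Concentration-response testing used A549 ARE_Fluc cells at 5000 cells/well. Following an 18-24 h compound incubation, viability was read by fluorescence (Ex 405/Em 525) and luciferase output by luminescence.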
A549 tox: counter-screen for Nrf2 inhibitors: cytotoxicity in A549 cells; Potency, µM (series often up to 46 µM), without a hit: at the highest dose activity change, negative = cytotoxicity, hits mostly inhibitors; hit rate 0.16% among 390,000; A549 ARE-Fluc cells, CellTiter-Fluor viability, 18-24 h; note: potency is the fitted concentration of half-maximal effect; % is set by controls: 0 for no effect and ±100 for the full control effect
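A549 ARE-Fluc cells in 5% FBS OPTI-MEM, 5000 cells/well, rested 2 h then exposed to compounds in concentration-response for 18-24 h at 37 °C. Viability by CellTiter-Fluor fluorescence (Ex 405/Em 525) after 30 min; luciferase luminescence (BugLite, 15 min, RT) read afterwards.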
HepG2 tox: HepG2 cytotoxicity, counter-screen for TGF-b inhibitors; HepG2 CAGA-GFP viability, ATP luminescence, 18 h; Potency, µM (top dose mostly 46.1 µM), for inactives: at the highest dose activity change, negative = cytotoxicity, actives largely listed as cytotoxic; hit rate 0.76% among 410,000; note: potency is the fitted concentration of half-maximal effect; some results filed as inactive show a strong effect at the top dose
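CellTiter-Glo luminescence gave cytotoxicity after 18 hours at 37 degrees C. The cells were HepG2 CAGA-GFP in 1% FBS DMEM, stimulated with 500 pg/mL TGF-beta after compound addition. %Activity was normalised to no-cell wells (complete cell-killing) and DMSO (no toxicity), and curves were fitted and classified.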
Mm-Cpn inhibitor: M. maripaludis TRiC chaperonin inhibition; purified Mm-Cpn ATPase, ADP Transcreener TR-FRET; Potency, µM (series often up to 76.9 µM), without a hit: at the highest dose activity, negative = inhibition, usual class: inhibitors; hit rate 0.031% among 330,000; AID 504842; note: potency is the fitted concentration of half-maximal effect; % is set by controls: 0 for no effect and ±100 for the full control effect; nearly all actives have a fitted effect of over 80% in size
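Purified archaeal chaperonin (25 nM final) was preincubated with compound for 10 min at 37°C, then ATP (10 uM final) was added for 30 min at 37°C in Tris pH 7.4/KCl/MgCl2/DTT buffer. ADP was quantified by HTRF Transcreener TR-FRET.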
TGFb SMAD3 inh: inhibitors of TGF-b signaling | HepG2 CAGA-GFP TGF-b/SMAD3 reporter, GFP fluorescence, 18 h; TGF-beta stimulated, 500 pg/mL final | Potency, µM (doses to about 46.1 µM), for inactives: top-dose activity, negative = inhibition, actives largely listed as inhibitors | hit rate 1.2% among 410,000; note: potency is the fitted concentration of half-maximal effect; % is set by controls: 0 for no effect and ±100 for the full control effect; nearly all actives have a fitted effect of over 65% in size
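TGF-beta reporter screen: HEPG2 CAGA-GFP, 1% FBS, 500 pg/mL TGF-beta final, 18 h; per-cell GFP summed per well; curves fitted and categorized by class.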
pAkt inh: blocks phosphorylation of Akt. Neuro2A IGF-stimulated pAkt S473 HTRF, 20 min; hits give low values. activity change, % for hits at 50 µM. hit rate 0.32% among 360,000. AID 651550; in the data active = activity change below about -80%; inconclusive = mostly about -51% to -80%; note: % is set by controls: 0 for no effect and ±100 for the full control effect
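Neuro2A cells in DMEM with 0.5% FBS, overnight at 37 deg C, given compound at single 50 µM final, then IGF (6 nM final) for 20 min at 37 deg C. Lysed; phospho-Akt Ser473 by HTRF after 24 h, 665/615 ratio.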
The depositor's hits bear a star; i = inactive; ? = inconclusive; . = no result given; & = joins results of further samples; [ ] = another dose, or the depositor's remark. Unless noted, calls come from the whole dose curve; as a rule, active = well fitted curve in the direction sought with a large enough effect; inconclusive = small, poorly fitted or top-dose-only effect, or another doubt; inactive = no such curve, though single readings can be large; an effect the other way counts as inactive or inconclusive.

Fields: Nrf2 activator | TGFb SMAD3 inh | CCT chaperon mod | A549 tox | Mm-Cpn inhibitor | pAkt inh | Abeta rescue | Nrf2 block | HepG2 tox
Cc1cc(C)cc(NC(=O)COC(=O)c2ccc(CN3CCCC3=O)cc2)c1
 : -0.5% | 20% | 0.0 | 0% | -1% | i | 3% | -9% | 1%
O=C(CSc1nnc(-c2ccncc2)n1-c1ccccc1)Nc1ccc(Br)cc1
 : 0.3% | -13% | . | 1% | . | . | -17% | . | -17%
COc1ccc(N2C(=O)CSC23C(=O)Nc2ccccc23)cc1 (stereo unspecified)
 : 0.9% | 9% | -0.6 | -3% | 0% | i | -1% | 3% | 3%
COc1ccc(/C=N/Nc2snc(SC)c2C#N)cc1OC
 : 10% | 27% | 1.7 | -7% | -2% | . | -24% | ? | 2%
O=C(Cn1nnc2c(cnn2-c2ccccc2)c1=O)N1CCN(c2ccccc2F)CC1
 : -0.9% | -17% | -1.7 | -8% | 0% | i | -8% | -3% | -15%
CCCCNC(=O)CC1N=C2c3ccccc3N=C(SCC(=O)Nc3ccc(OC)cc3)N2C1=O (stereo unspecified)
 : 0.5% | -2% | -2.2 | 0% | -1% | i | -3% | -18% | -15%
Cc1ccccc1CSc1n[nH]c(NS(=O)(=O)c2ccccc2)n1
 : 0.2% | 10% | -0.7 | 6% | 3% | i | 4% | ? | -19%
O=C(O)CCC(=O)Nc1ccc2c(c1)Cc1cc(NC(=O)CCC(=O)O)ccc1-2
 : -0.5% | 2% | 0.4 | -5% | -6% | i | -9% | 6% | -3%
CC1CCCCN1CC(=O)c1c(N)n(Cc2ccccc2)c(=O)n(C)c1=O (stereo unspecified)
 : -0.6% | 0% | -2.3 | 5% | 0% | i | 12% | 6% | -16%
O=C(NCc1ccccc1)c1ccc2c(=O)[nH]c3c(C(=O)NCC4CCCO4)sc(=S)n3c2c1 (stereo unspecified)
 : 0.1% | -5% | 2.7 | -15% | 1% | i | -4% | ? | 20%
COc1ccc(-c2oc3cccnc3c2/C=C/c2ccc(OC)c(OC)c2)cc1
 : 2.5% | ? | -0.3 | 17% | -6% | i | 0% | -19% | -20%
CC(=O)NCCc1nc2cc(NC(=O)c3ccccc3Cl)ccc2n1C
 : -0.7% | 0% | -1.0 | 1% | 0% | i | 10% | 5% | 2%
O=C(NCc1ccc(F)cc1)C1Cc2ccccc2CN1C(=O)c1ccco1 (stereo unspecified)
 : 0.0% | 5% | -2.8 | 0% | 1% | i | 7% | -22% | 23%
O=C(Nc1nc2cc3c(cc2s1)OCCO3)C1CCCCC1
 : -0.6% | -22% | -1.1 | -1% | 0% | i | 2% | ? | -10%
O=C(CCN1CCN(c2ccccc2)CC1)NNC(=O)Cc1ccc(Br)cc1
 : -0.9% | -2% | 2.9 | 0% | 0% | i | -3% | -9% | -6%
Cc1c(Br)c([N+](=O)[O-])nn1CC(=O)Nc1ccccn1
 : 0.3% | 8% | -0.9 | -4% | 2% | i | -3% | 22% | 22%
CCOc1ccccc1C(=O)NCCc1cnc[nH]1
 : -0.7% | 12% | 0.2 | 3% | -1% | i | -3% | -4% | 6%
COCCN(C(=S)Nc1ccc(C)cc1)C(C)c1cccnc1 (stereo unspecified)
 : 0.5% | -8% | 0.0 | 7% | 0% | i | -9% | 11% | -8%
Cc1ccc(C(=O)Nc2ccc3c(c2)OCO3)cc1
 : -1.0% | -23% | -1.4 | -3% | 2% | i | -1% | ? | -21%
Cc1ccc(NC(=S)c2ccccc2)cc1
 : 7.6% | -3% | 2.4 | 1% | -1% | i | 22% | ? | 8%
Nc1cccc(NC(=O)CN2CCOCC2)c1
 : 0.3% | ? | 1.7 | 6% | -1% | i | -8% | 16% | -16%
O=C(NCCc1ccccc1)c1cc(-c2ccncc2)nc2ccc(S(=O)(=O)N3CCOCC3)cc12
 : -0.2% | 14% | -5.0 | -14% | 3% | . | -24% | -7% | 7%
Nc1ccccc1SCc1cn2cccnc2n1
 : 0.1% | -3% | -2.4 | 0% | 0% | i | 4% | 21% | 5%
O=C(COc1ccc(S(=O)(=O)N2CCCC2)cc1[N+](=O)[O-])N1CCCC1
 : 0.3% | 0% | 1.3 | 3% | -1% | i | 6% | -6% | 1%
Cc1ccc(C)c(NC(=O)c2cc(=O)c3ccccc3o2)c1
 : 7.1% | 0% | 1.0 | -2% | -5% | i | -6% | 8% | 3%
Cc1[nH]n(-c2ccccc2)c(=O)c1N=Nc1cccc(C(=O)O)c1
 : -0.6% | 15% | 0.5 | -14% | -3% | i | 0% | ? | -3%
O=c1cc(-c2ccccc2F)oc2ccccc12
 : ? | -4% | -1.4 | -6% | -2% | i | -31%[inhibitor] | 19% | -31%
COc1cccc(C2CC(c3ccccc3)Nc3nc(N)nn32)c1 (stereo unspecified)
 : 0.5% | 4% | -0.3 | 0% | -1% | i | -13% | -6% | 1%
CCCCCn1c(SCC(=O)OC)nc2c1c(=O)[nH]c(=O)n2C
 : -0.2% | 3% | -2.3 | 2% | -1% | i | -12% | 7% | 6%
CCCCC(c1nnnn1CCOC)N1CCN(Cc2ccccc2)CC1 (stereo unspecified)
 : -0.1% | 13% | -0.8 | -4% | -1% | i | -3% | -15% | -1%

Continued, overlapping the part above by four compounds.
Fields: Nrf2 activator | TGFb SMAD3 inh | CCT chaperon mod | A549 tox | Mm-Cpn inhibitor | pAkt inh | Abeta rescue | Nrf2 block | HepG2 tox
O=c1cc(-c2ccccc2F)oc2ccccc12
 : ? | -4% | -1.4 | -6% | -2% | i | -31%[inhibitor] | 19% | -31%
COc1cccc(C2CC(c3ccccc3)Nc3nc(N)nn32)c1 (stereo unspecified)
 : 0.5% | 4% | -0.3 | 0% | -1% | i | -13% | -6% | 1%
CCCCCn1c(SCC(=O)OC)nc2c1c(=O)[nH]c(=O)n2C
 : -0.2% | 3% | -2.3 | 2% | -1% | i | -12% | 7% | 6%
CCCCC(c1nnnn1CCOC)N1CCN(Cc2ccccc2)CC1 (stereo unspecified)
 : -0.1% | 13% | -0.8 | -4% | -1% | i | -3% | -15% | -1%
O=C(O)c1csc(-c2cccs2)n1
 : 3.1% | -1% | 2.0 | 1% | -26% | i | 5% | -8% | -2%
O=C(Nc1ccccc1N1CCCCC1)c1cccs1
 : 0.3% | -9% | -2.0 | -10%[1.84 µM] | -16% | i | -5% | ? | 0%
CC(C)(C)c1ccc(NC(=O)c2ccc(=O)[nH]n2)cc1
 : 0.2% | -14% | -4.5 | -3% | ? | i | 4% | ? | -26%
COCc1nnc(NC(=O)CCc2ccccc2)s1
 : -0.7% | 0% | -0.4 | -4% | 1% | i | 22% | 3% | 8%
O=C1N(Cc2cccnc2)C[C@@H]2C[C@@H](c3ccccc3C#Cc3ccccc3)N3CCC[C@@]123
 : 6.5% | ? | -2.7 | -10% | -5% | i | 4% | -8% | -26%
O=C(O)c1ccc(Cl)c(S(=O)(=O)Nc2ccccc2N2CCOCC2)c1
 : -0.1% | 1% | -2.3 | 4% | -20% | i | -1% | 1% | -11%
O=C(COc1ccccc1F)N1c2ccccc2CCc2ccccc21
 : 0.0% | -10% | 0.5 | -6% | -1% | i | 23% | 13% | -19%
O=[N+]([O-])c1ccccc1S(=O)(=O)NCc1ccc(F)cc1
 : 5.7% | 5% | -2.0 | 7% | 0% | i | -13% | 2% | -10%
O=C(c1cc2nc(-c3ccco3)cc(C(F)(F)F)n2n1)N1CCN(Cc2ccccc2)CC1
 : -0.1% | -6% | 1.3 | -1% | -1% | i | 4% | -11% | -13%
CC(NCC(=O)Nc1ccccc1C(=O)NC1CC1)c1ccc(F)cc1F (stereo unspecified)
 : 0.1% | 0% | -0.5 | -1% | -2% | i | -12% | 10% | -18%
CCCCOc1ccc(C(=O)NCCc2csc(-c3cccc(F)c3)n2)cc1
 : 0.5% | 0% | . | 9% | . | . | -21% | . | -7%
CCOC(=O)CSc1nc(-c2ccc(OC)cc2)ns1
 : -0.2% | 2% | -3.0 | 19% | -9% | i | -5% | ? | 0%
COc1ccccc1N1C(=N)S/C(=C\c2ccc(-c3ccccc3C(=O)O)o2)C1=O
 : 0.4% | -3% | -0.2 | -21% | -2% | i | 9% | 11% | -2%
CC(C)C(=O)N(Cc1ccccc1)S(=O)(=O)c1ccc2c(c1)oc(=O)n2C
 : 0.0%&3.7% | -5%&-8% | -0.4 | -2%&2% | 1% | i | 0%&4% | -17%&22% | -5%&-9%
CC(C)(C)n1nnnc1C(c1ccc(Cl)cc1)N1CCSCC1 (stereo unspecified)
 : -0.7% | -20% | 0.5 | -4% | -2% | i | ? | -8% | -28%
O=C(Cn1ccn(-c2cccc(Cl)c2)c(=O)c1=O)NCCc1ccccc1
 : -0.5% | 4% | . | -2% | . | . | -8% | -3% | -12%
COc1ccccc1-n1nc(C(=O)Nc2ccc3c(c2)OCO3)c2ccccc2c1=O
 : -0.7% | 0% | 1.2 | 11% | 1% | i | 21% | . | 5%
CCS(=O)(=O)N1Cc2ccccc2CC1C(=O)Nc1nc2ccccc2[nH]1 (stereo unspecified)
 : 0.4% | -4% | -0.1 | -3% | -3% | i | 16% | 24% | -14%

Shown tab-delimited: entries from further up.
SMILES	Nrf2 activator	TGFb SMAD3 inh	CCT chaperon mod	A549 tox	Mm-Cpn inhibitor	pAkt inh	Abeta rescue	Nrf2 block	HepG2 tox
CC1CCCCN1CC(=O)c1c(N)n(Cc2ccccc2)c(=O)n(C)c1=O (stereo unspecified)	-0.6%	0%	-2.3	5%	0%	i	12%	6%	-16%
O=C(NCc1ccccc1)c1ccc2c(=O)[nH]c3c(C(=O)NCC4CCCO4)sc(=S)n3c2c1 (stereo unspecified)	0.1%	-5%	2.7	-15%	1%	i	-4%	?	20%
